SDO1 yeast rescue: restores growth of sdo1-depleted yeast; AID 817; 140,000 compounds, 0.21% hits; z-score at 10 µM; S. cerevisiae sdo1-depleted JHY4D growth rescue, OD600 30 h; active compounds read high; pdr5 snq2 efflux-pump mutant strain;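 active = z-score above 3 at both the 24 hr and the 30 hr optical density reads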;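 note: z-score against mean and SD of all compound wells on the same plate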
Insulin prom inh: TRM-6 insulin promoter activity inhibition | TRM-6 cells (human fetal islet line), insulin promoter-eGFP reporter, imaging; reporter expression induced with tamoxifen | inhibition, % at 2 µM | 130,000 compounds, 0.9% hits;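 active = inhibition above the mean plus 3 SD, with well images judged a real hit on visual review, cut at about 60% in these data, passing the limit was not always enough; inconclusive = inhibition over the cutoff but images rejected on review; inactive = inhibition not above the cutoff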
SDO1 yeast rescue Rescue 24 h: also measured in SDO1 yeast rescue; calls as there; z-score; S. cerevisiae sdo1-depleted JHY4D growth rescue, OD600; measured here: growth rescue at 24 h;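 0 is the plate mean of compound wells and units are plate SD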
Starred values were filed as active, the others as inactive; ? = inconclusive; . = no result given.

SMILES	SDO1 yeast rescue	SDO1 yeast rescue Rescue 24 h	Insulin prom inh
CCOC(=O)C1(Cc2ccccc2)NC(c2ccccc2F)C2C(=O)N(CC)C(=O)C21 (stereo unspecified)	-1.5	-1.4	.
O=C(c1cccc(F)c1)N1CCN(c2ccc([N+](=O)[O-])c(N3CCCCC3)c2)CC1	-0.45	-0.15	10
CCc1nc2sc3c(c2c(=O)n1N)CCC3	0.29	-0.16	-10
CC(C)(C)N(NC(=O)OCc1ccccc1)C(=O)c1ccccc1	0.47	0.07	-85
COc1cc(NC(=S)N2CCN(C(=O)c3ccco3)CC2)c(OC)cc1Cl	0.87	-0.21	.
CCOC(=O)COn1c(=O)c(-c2cccs2)[n+]([O-])c2ccccc21	-0.37	-0.62	49
O=C(CSC(=S)N1CCSCC1)c1ccccc1	.	.	-8
CCN(CC)CCCn1c(C)cc2c(c1=O)C(c1cc(OC)c(OC)cc1OC)C(C#N)=C(N)O2 (stereo unspecified)	-0.49	-0.92	-30
CC(C)(C)c1cn(-c2ccc(F)cc2)c(=S)[nH]1	-0.57	-0.93	3
Cc1cccc(/C=C\c2nc3ccccc3c(=O)[nH]2)c1	-0.73	-0.23	21
CCCn1c(NCc2cc(C)ccc2O)nc2ccccc21	0.58	0.38	-46
O=C(Cc1c[nH]c2ccccc12)Nc1nc2ccccc2[nH]1	0.64	0.94	.
C[C@H](NC(=O)NC1CCCc2ccccc21)C(=O)O (stereo partly specified)	0.77	0.21	3
Cn1c(=O)n(C)c2cc([N+](=O)[O-])c(N3CCN(C(=O)c4ccccc4)CC3)cc21	-0.13	-0.69	10
O=C(c1cccc(F)c1)N1CCN(CC2CC3C=CC2C3)CC1 (stereo unspecified)	0.19	-0.58	.
Cc1ccc(CNC(=O)C23CN(Cc4ccccc4)CC2C(c2ccc([N+](=O)[O-])cc2)=NO3)cc1 (stereo unspecified)	-0.26	-0.06	44
COC(=O)c1ccccc1NC(=O)C1CCN(C(=O)c2cc(OC)c(OC)c(OC)c2)CC1	1.1	1.4	0
c1ccc2nc3c(cc2c1)CCCCCC3	0.94	0.75	?
O=C(Nc1ccc2c(c1)OCCO2)C1CCN(S(=O)(=O)c2cccc3nsnc23)CC1	-0.31	-0.84	-17
COC(=O)c1cc2oc(C)cc2n1CC(=O)Nc1ccc(C)c(C)c1	-0.43	0.86	-259
O=C(O)CCN1C(=O)/C(=C/c2cn(-c3ccccc3)nc2-c2cccs2)SC1=S	.	.	13
O=c1c(CN2CCN(c3ccccn3)CC2)coc2ccccc12	0.71	0.47	39
CCC(=O)Nc1c2c(nn1-c1ccccc1C)CSC2	0.96	1.2	-23
CCOC(=O)c1csc(NC(=O)Nc2cccc(OC)c2)n1	0.72	0.25	.
CC(C)(C)n1nc2c(c1NC(=O)COc1ccc3ccccc3c1)CS(=O)(=O)C2	-0.34	-0.04	-26
O=C(COc1cccc(OC(F)F)c1)Nc1ccc(SC(F)F)cc1	-2	-1.1	7
O=C(N1CCOCC1)N1CCC(n2nnc3ccccc32)CC1	-0.64	-0.82	27
Cc1ccc(-c2nc3ccccc3s2)cc1NC(=S)NC(=O)/C=C/c1ccco1	0.53	3.5	9
COC(=O)C(CC(C)C)Oc1ccc2c(C)cc(=O)oc2c1 (stereo unspecified)	0.47	0.32	-18
COc1ccccc1NC1=NC(c2ccc(Cl)cc2)N=C(N)N1 (stereo unspecified)	0.68	0.17	-110

The last 7 compounds of the part before are carried over, then new ones follow.
SMILES	SDO1 yeast rescue	SDO1 yeast rescue Rescue 24 h	Insulin prom inh
CCOC(=O)c1csc(NC(=O)Nc2cccc(OC)c2)n1	0.72	0.25	.
CC(C)(C)n1nc2c(c1NC(=O)COc1ccc3ccccc3c1)CS(=O)(=O)C2	-0.34	-0.04	-26
O=C(COc1cccc(OC(F)F)c1)Nc1ccc(SC(F)F)cc1	-2	-1.1	7
O=C(N1CCOCC1)N1CCC(n2nnc3ccccc32)CC1	-0.64	-0.82	27
Cc1ccc(-c2nc3ccccc3s2)cc1NC(=S)NC(=O)/C=C/c1ccco1	0.53	3.5	9
COC(=O)C(CC(C)C)Oc1ccc2c(C)cc(=O)oc2c1 (stereo unspecified)	0.47	0.32	-18
COc1ccccc1NC1=NC(c2ccc(Cl)cc2)N=C(N)N1 (stereo unspecified)	0.68	0.17	-110
CCOC(=O)C1=C(CC)Nc2ccccc2N=C1NC(=O)c1ccc(S(=O)(=O)N2CCOCC2)cc1	.	.	-67
CCC1=NN(C(=O)C(=O)Nc2ccc(OC)cc2)C(O)(C(F)(F)F)C1 (stereo unspecified)	-0.57	-1.4	.
Cc1nc(SCC(=O)NCc2ccc(F)cc2)c2c(=O)n(C)c(=O)n(C)c2n1	0.66	-0.08	.
COc1cc2c(C(=O)N3CCN(C)CC3)c(C)oc2cc1Br	0.13	-0.67	25
Cc1nn(-c2ccccc2)c2c1C(O)n1c(nc3ccccc31)S2 (stereo unspecified)	-0.92	-1.9	.
CC(C)C(=O)Nc1ccc(C(=O)N2CCN(C(=O)c3ccco3)CC2)cc1	0.63	0.35	44
O=C1CCC(C(=O)N(Cc2ccco2)C2(C(=O)NC3CCCC3)CCCCC2)N1 (stereo unspecified)	-0.67	-0.6	31
COCCNC(=O)c1ccc(C)c(S(=O)(=O)Nc2ccc(C)cc2)c1	0.25	-0.19	43
O=C(NC1CCCc2ccccc21)C1CCN(S(=O)(=O)c2cccc3nsnc23)CC1 (stereo unspecified)	-0.53	-0.76	-58
Cc1c(C#N)c2ccccc2n1CC(=O)NC(C)c1ccccc1 (stereo unspecified)	0.26	-0.5	-17
CCCCC1=NN2C(=N)CC(=O)N=C2S1	0.18	-0.42	-22
CCn1c(COc2ccc(C)cc2)nnc1SCC(=O)NNC(=O)c1ccc(OC)cc1	0.12	-0.38	-3
CCn1c(=N)n(CC(=O)c2ccco2)c2ccccc21	3	2.3	25
C/C(CCc1ccc2c(c1)OCO2)=N\N=C1\NC(=O)CC(C(=O)Nc2ccccc2)S1 (stereo unspecified)	0.59	0.21	6
CC(=O)Nc1cc(C(=O)N(C)Cc2ccco2)ccc1Sc1ccc(Cl)cc1	0.84	0.53	-45

The last 3 compounds of the section above are carried over, then new ones follow:
SMILES	SDO1 yeast rescue	SDO1 yeast rescue Rescue 24 h	Insulin prom inh
CCn1c(=N)n(CC(=O)c2ccco2)c2ccccc21	3	2.3	25
C/C(CCc1ccc2c(c1)OCO2)=N\N=C1\NC(=O)CC(C(=O)Nc2ccccc2)S1 (stereo unspecified)	0.59	0.21	6
CC(=O)Nc1cc(C(=O)N(C)Cc2ccco2)ccc1Sc1ccc(Cl)cc1	0.84	0.53	-45
CCc1ccc2c(c1)C1(NN=C(c3ccccc3)S1)C(=O)N2 (stereo unspecified)	-2.4	-2.5	-262
COCCNC(=O)c1ccc(NS(=O)(=O)c2cc(C)ccc2C)cc1	1.1	1.2	54
O=C(N/N=C/c1ccc(F)cc1)c1c(O)c2ccccc2[nH]c1=O	-1.7	-1.3	.
CCOC(=O)CSC1=C(C#N)C(=O)NC2(CCCCC2)S1	1.5	1	23
NCCN1CCN(CCN)CC1	0.86	0.64	-25
Cc1ccccc1OCC(=O)NNC(=O)Nc1ccc(Cl)cc1	1.3	2	-45
CC1=C(C(=O)Nc2ccc(C)cc2C)C(c2cccc([N+](=O)[O-])c2)n2nc(C(=O)OC(C)C)nc2N1 (stereo unspecified)	0.05	-0.68	31
CS(=O)(=O)N1N=C(c2ccc(Br)cc2)CC1c1ccc2c(c1)OCO2 (stereo unspecified)	-0.8	-0.87	-35
CCOC(=O)N1CCN(C(=O)Cc2ccc(Cl)cc2)CC1	-0.81	-0.81	-18
CCN(CC(=O)Nc1ccc(Cl)c(S(=O)(=O)N(C)C)c1)Cc1nc2ccccc2c(=O)[nH]1	.	.	-8
C=CCn1c(-c2cc3c(s2)CCC(CC)C3)n[nH]c1=S (stereo unspecified)	.	.	-24
Cc1ccc(CNC(=O)C2CC(=O)N(CCC(C)C)C2)cc1 (stereo unspecified)	.	.	41
CC(CC(C)C(=O)Nc1ccccc1C(C)(C)C)C(=O)O (stereo unspecified)	0.16	0.12	25
COc1cccc(-c2noc(-c3cccnc3)n2)c1	0.38	0.78	.
Cc1ccc(Nc2n[nH]c(C)c2[N+](=O)[O-])c(C)c1	-0.46	-0.17	0

Reprinted from the part before: 2 compounds; new compounds follow.
SMILES	SDO1 yeast rescue	SDO1 yeast rescue Rescue 24 h	Insulin prom inh
COc1cccc(-c2noc(-c3cccnc3)n2)c1	0.38	0.78	.
Cc1ccc(Nc2n[nH]c(C)c2[N+](=O)[O-])c(C)c1	-0.46	-0.17	0
O=C(c1cnn2ccccc12)N1CCCc2ccccc21	0.36	0.77	.
COC(=O)c1ccc(NC(=S)N2CCN(Cc3ccccc3)CC2)cc1	0.21	0.08	.
O=c1oc2ccccc2c2c1ncn2C1CCCCC1	0.32	0.37	16
Cc1ccc2c(C)nc(Nc3nc(CSc4nnc(C)s4)cc(=O)[nH]3)nc2c1	0.38	0	-76
C=CCn1c(C)cc(C(=O)COC(=O)[C@@H](NC(=O)c2ccccc2Cl)C(C)C)c1C	0.69	0.63	.
COc1ccc(S(=O)(=O)n2ccnc2)c2cccnc12	0.67	0.38	0
Cc1ccccc1Oc1cc(NC(=O)Cn2cnc([N+](=O)[O-])c2)cc([N+](=O)[O-])c1	.	.	-10
CCOC(=O)N1CCN(C(=O)COc2cccc3c2CCN(Cc2cccc(C)c2)C3=O)CC1	0.03	-0.51	.
Cc1cc(C)cc(NC(=O)CN2CCCN(S(=O)(=O)c3ccc(Br)s3)CC2)c1	-2.4	-1.7	-35
Cc1cc(C)n(-c2ccc(C(=O)Nc3cccc(S(=O)(=O)N(C)C)c3)cc2)n1	-0.06	-1.5	.
CC(C)OC(=O)CSc1nnc(COc2ccc([N+](=O)[O-])cc2)n1C	.	.	-83
CC(C)(C)C1CCC(OCC(O)CN2CCN(c3ccccn3)CC2)CC1 (stereo unspecified)	.	.	7
O=C(COC(=O)c1ccc(Br)o1)NCc1cccs1	0.58	1.2	-20
O=C(O)Cn1cc2c(n1)CCCCC2	1.5	0.26	.
CCCc1ccc(OC(=O)c2cccs2)cc1	-0.51	-1.3	-33
CN=C1SC(CC(=O)Nc2sc(C)c(C)c2C(=O)OC)C(=O)N1C (stereo unspecified)	0.15	0.21	7
CCCCC(=O)NC(NC(=O)CCCC)c1ccc(OCC(C)C)c(OC)c1	0.63	0.76	-7
O=C(c1ccccc1)N1N=C(c2ccccc2)CC1c1ccc2nccnc2c1 (stereo unspecified)	-1.1	-1.4	.
O=C(COc1ccccc1)Nc1ccc(S(=O)(=O)N2CCCCCC2)cc1	-1.2	-0.65	.
C=C(C)CSc1nnc(-c2cc(OC)c(OC)c(OC)c2)n1N	-0.53	-1.2	3
C=CCOC(=O)CCP(=O)(CCC(=O)OCC=C)c1ccccc1	0.34	0.19	29
Cc1ccc(NC(=S)N/N=C/c2ccc([N+](=O)[O-])s2)cc1	-1.1	-0.73	-293
CC(=O)N1N=C(N)SC1(C)C	.	.	12
O=C(CSc1ccc(Cl)cc1)N1CCN(c2ccc([N+](=O)[O-])cc2Cl)CC1	-1.8	-0.28	-54
CC1(C(=O)N(c2ccccc2)C(C(=O)NC2CCCC2)c2ccccn2)CC(=O)N=C2C=CC=CN21 (stereo unspecified)	2.2	2.7	-29
COc1ccc(OC)c(NC(=O)c2cn(C)c(=O)c3cc(OC)c(OC)cc23)c1	0.95	0.16	26
O=C(O)c1ccccc1-c1nc2cc(Cl)ccc2c(=O)n1O	.	.	33
c1ccc(CNc2ncnc3c2ncn3C2CCCCO2)cc1 (stereo unspecified)	0.13	-1	-6
O=C(C1CC1)N1CCC(c2nc(-c3ccc(S(=O)(=O)N4CCCC4)cc3)no2)CC1	-0.09	0.3	-22
CCC(CC)NC(=O)c1ccc2nc[nH]c2c1	0.11	-0.23	-13
O=C(CSc1nnc(-c2ccccc2O)o1)Oc1ccc(Br)cc1	1.6	1.8	48
C=CCn1cc(C(=O)N2CCN(C)CC2)c(=O)c2cc(S(=O)(=O)N3CCCC3)ccc21	2.1	2	.
COC(=O)c1ccc(N2OC3(C)C=CC2CC3)cc1 (stereo unspecified)	0.49	-0.81	.
CCOC(=O)c1oc2ccccc2c1CSc1nnnn1-c1ccc(C)cc1	-0.51	0.32	-195
COc1ccc(-c2nc(Cc3ccc(Cl)cc3)no2)cc1OC	-0.55	0.77	-66
O=C(NCc1ccco1)c1nc(-c2ccc(F)cc2)no1	.	.	20
COc1ccccc1N1CCN(Cc2ccc(Br)o2)CC1	0.39	0.11	11
O=C(O)C1CC=CCC1C(=O)Nc1ccc(N2CCN(Cc3ccccc3)CC2)cc1 (stereo unspecified)	1.9	2.5	.
Cc1nc([N+](=O)[O-])c(Br)n1CC(=O)c1cccc([N+](=O)[O-])c1	.	.	56
CCC1Sc2ccccc2N(CC(=O)NC2CCCC2)C1=O (stereo unspecified)	0.73	1.4	-312
O=C(CSc1nc2ccccc2c(=O)n1-c1ccccc1F)Nc1ccc2c(c1)CCC2	0.21	0.99	38
COC(=O)c1ccc(Sc2ccccn2)c([N+](=O)[O-])c1	-0.25	-1.4	.
CCc1nnc(NC(=O)c2oc3cc(C)c(C)cc3c2C)s1	-0.47	-0.99	7
O=C(Nc1ccc2oc(-c3ccccc3)nc2c1)c1ccccc1F	-1.1	-0.46	-89
CCCCCCSc1ncc(C#N)c(N)n1	-0.15	-0.42	17
NC(=O)[C@@H]1CCCCNc2c(I)cc([N+](=O)[O-])cc2C(=O)N[C@@H](CCC(=O)O)C(=O)N[C@@H](CO)C(=O)N1	0.63	0.31	60*
C=CCSC1=C(C#N)C(c2ccccc2OCC)CC(=O)N1 (stereo unspecified)	0.15	-0.06	?

A portion of the library; the hit share may differ from the screen's.
